Assay outcomes as filed in PubChem BioAssay.
Pf growth 96h – Primary qHTS for delayed death inhibitors of the malarial parasite plastid, 96 hour incubation; P. falciparum luciferase reporter growth, 96 h; Potency, µM (highest dose often 28.7 µM), for the others: at the highest dose activity change, negative = inhibition, hits mostly inhibitors; 320,000 compounds, 6.9% hits; AID 504834, 2011; further: potency means the concentration at half of the fitted maximal effect; on the % scale 0 is the no-effect control and ±100 the full control effect
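Plates of compound plus infected erythrocytes (2% hematocrit, 0.05% parasitemia final) incubate 96 hours, 37 C, 5% CO2. Detection reagent added; reduced luminescence from the parasites' luciferase reporter flags inhibition.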
TbPYK inhibitor – qHTS of Trypanosoma Brucei Inhibitors | TbPYK enzyme, Kinase-Glo Plus ATP luminescence, 45 min | Potency, µM (doses to about 76.8 µM), without a hit: at the highest dose activity, negative = inhibition, most hits filed as inhibitors | 410,000 compounds, 0.12% hits | AID 624173, 2012; further: potency means the concentration at half of the fitted maximal effect; on the % scale 0 is the no-effect control and ±100 the full control effect; nearly all actives have a fitted effect of over 50% in size
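Assay buffer: 50 mM TEA pH 7.2, 100 mM KCl, 10 mM MgCl2, 0.05% BSA, 0.01% Tween-20. Pyruvate kinase from T. brucei plus substrate met compound, then ADP (130 uM final). Luminescence was read post 45 min RT.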
Shiga toxin inh – A qHTS for Small Molecule Inhibitors of Shiga Toxin | Vero cells, Shiga toxin protein synthesis inhibition reporter | 290,000 compounds, 9.2% hits | inhibition, % at 38.7 µM; in the data active means inhibition mostly above about 28%, no sharp cut-off; inactive means mostly below about 43%; further: 0% is about no effect
LmPK inh – qHTS Assay for Inhibitors of Leishmania Mexicana Pyruvate Kinase (LmPK); purified LmPK, Kinase-Glo ATP luminescence, 1 h; Potency, µM (series often up to 57.5 µM), inactives show top-dose activity change, negative = inhibition, most hits filed as inhibitors; 290,000 compounds, 0.37% hits; further: potency means the concentration at half of the fitted maximal effect; on the % scale 0 is the no-effect control and ±100 the full control effect
Target sequence (Q27686 whole entry, looked up): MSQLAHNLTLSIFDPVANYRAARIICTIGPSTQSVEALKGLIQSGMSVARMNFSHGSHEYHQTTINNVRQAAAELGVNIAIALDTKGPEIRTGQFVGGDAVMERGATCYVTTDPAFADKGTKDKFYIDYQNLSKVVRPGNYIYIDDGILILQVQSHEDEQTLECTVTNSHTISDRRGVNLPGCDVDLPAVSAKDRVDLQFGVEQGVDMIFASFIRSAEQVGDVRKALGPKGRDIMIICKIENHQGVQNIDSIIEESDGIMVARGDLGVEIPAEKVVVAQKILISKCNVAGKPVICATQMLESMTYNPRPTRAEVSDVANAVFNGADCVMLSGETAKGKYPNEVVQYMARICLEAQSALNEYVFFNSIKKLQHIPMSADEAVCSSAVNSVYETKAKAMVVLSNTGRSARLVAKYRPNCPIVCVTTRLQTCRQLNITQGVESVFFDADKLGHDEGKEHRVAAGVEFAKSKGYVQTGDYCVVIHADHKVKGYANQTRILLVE
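Screened at intermediate enzyme activity to detect both inhibitors and activators: LmPK at 0.1 nM, with a 0.5 nM enzyme column as activation reference. PEP 0.5 mM, ADP 0.1 mM; ATP detected by luminescence after 1 h.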
Cycloheximide cs – Cycloheximide Counterscreen for Small Molecule Inhibitors of Shiga Toxin | cell reporter, cycloheximide protein synthesis inhibition counterscreen | max response, % | 300,000 compounds, 12% hits; in the data active means max response mostly above about 13%, no sharp cut-off; inactive means mostly below about 14%; further: read at 38.3 µM for the half of the compounds with a filed dose; 0% is about no effect
AmpC inh no detg – qHTS Inhibitors of AmpC Beta-Lactamase (assay without detergent); Potency, µM (doses to about 57.1 µM), for the others: at the top dose activity change, negative = inhibition, hits mostly inhibitors; 330,000 compounds, 0.52% hits; P00811; AID 485341, 2010; AmpC nitrocefin hydrolysis, absorbance 480 nm, 0.0001% Triton;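 further: potency means the concentration at half of the fitted maximal effect; plate controls were no compound for no effect and no enzyme for full effect; nearly all actives have a fitted effect of over 20% in size; some results filed as inactive show a strong effect at the top dose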
Target sequence (P00811 whole entry, looked up): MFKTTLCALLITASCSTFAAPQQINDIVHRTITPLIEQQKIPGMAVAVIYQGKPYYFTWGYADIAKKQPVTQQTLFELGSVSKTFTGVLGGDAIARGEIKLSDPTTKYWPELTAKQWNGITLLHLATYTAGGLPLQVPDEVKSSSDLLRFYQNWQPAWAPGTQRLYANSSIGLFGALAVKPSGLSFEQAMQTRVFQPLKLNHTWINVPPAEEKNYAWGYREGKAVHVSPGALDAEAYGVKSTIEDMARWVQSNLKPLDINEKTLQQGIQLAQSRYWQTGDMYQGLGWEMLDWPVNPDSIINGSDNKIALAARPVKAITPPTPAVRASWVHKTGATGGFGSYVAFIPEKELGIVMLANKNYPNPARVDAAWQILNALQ
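20 mM phosphate pH 7.0 + 0.01% (detergent screen) or 0.0001% Triton X-100; 5.3 nM AmpC reagent; cpd preinc 15 min RT; nitrocefin (800 uM stock) to start; A480 q20 s × 4 min; Activity was normalised to no-enzyme and no-compound control wells.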
Pf growth 48h – Primary qHTS for delayed death inhibitors of the malarial parasite plastid, 48 hour incubation. 310,000 compounds, 5.9% hits. AID 504832, 2011. Potency, µM (highest dose often 28.7 µM), for the others: at the top dose activity change, negative = inhibition, hits mostly inhibitors. P. falciparum luciferase growth in erythrocytes, 48 h; further: potency means the concentration at half of the fitted maximal effect; on the % scale 0 is the no-effect control and ±100 the full control effect
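Luciferase-expressing parasites in RBCs, 2% Hct / 0.1% parasitemia final; RPMI 1640 + 0.5% Albumax; 37 C, 5% CO2, one generation; luminescence read-out, lower signal = inhibition.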
Active calls of the source: *; u = inconclusive; x = not tested or not shown; & = joins results of further samples; [ ] = remark or other dose. Unless noted, the call rests on the fitted dose curve; in most records, active means well fitted curve in the direction sought with a large enough effect; inconclusive means small, poorly fitted or top-dose-only effect, or another doubt; inactive means no such curve, though single readings can be large; an effect the other way counts as inactive or inconclusive.

Each structure is followed by: AmpC inh no detg	LmPK inh	TbPYK inhibitor	Cycloheximide cs	Pf growth 96h	Pf growth 48h	Shiga toxin inh
CCOC(=O)/C(C#N)=N/Nc1ccccc1OC
 : -20%	-2%	-5%	6	-12%	68%[activator]	12
Nc1nnc(SCC(=O)Nc2cccc(Cl)c2)s1
 : 3%	x	-4%	x	35%[activator]	22%	x
COc1ccc(C(=O)NCC(=O)OCc2ccc([N+](=O)[O-])cc2)cc1
 : -7%	1%	-9%	-8	u	4%	-10
O=C(Cn1[nH]c(=O)c2ccccc2c1=O)OCC(=O)N1CCCc2ccccc21
 : -6%	1%	1%	-2	1%	10%	-3
COCCCN(C(=S)Nc1ccc(C)cc1Cl)C(C)c1ccncc1 (centres undefined)
 : 42%	3%	10%	10	u	20%	9
CSC1=NCCN1C(=O)c1ccc(Br)o1
 : 23%	9%	-4%	39*	u	x	92*
CCC(=O)Nc1cc(C(C)C)c(O)cc1C
 : x	3%	2%	1	u	6%	9
C(=N\N1CCN(C(c2ccccc2)c2ccccc2)CC1)/c1ccc2c(c1)OCO2
 : -12%	-1%	-7%	3	0%	-25%	-17
C/C(=N\N=C(/N)SC1CC(=O)N(c2ccc(Cl)c(Cl)c2)C1=O)c1cccs1 (centres undefined)
 : -37%	-6%	0%	-4	-5%	u	-12
O=C1c2ccccc2S(=O)(=O)N1CCS(=O)(=O)c1ccc(F)cc1
 : -18%	5%	0%	7	33%[activator]	39%[activator]	10
Cc1c(C)n(C(=O)CSc2nccn2C)c2ccccc12
 : -31%	0%	-1%	0	u	x	-23
CC1CC(C)CN(CCCNC(=O)CN2C(=O)COc3ccc(S(=O)(=O)N4CCOCC4)cc32)C1 (centres undefined)
 : -20%	2%	6%	-5	58%[activator]	27%	-5
CCN(CC)c1ccc(NC(=O)Cn2c(C(C)NC(=O)c3ccccc3)nc3ccccc32)cc1 (centres undefined)
 : -17%	0%	-10%	-8	u	-5%	-13
O=C(CC1c2ccccc2Oc2ccccc21)NCc1ccco1
 : -58%	3%	-7%	-3	x	-13%	-4
CCOC(=O)C1=C(C)NC(C)=C(C(=O)OCC)C1C(=O)OCC(=O)N1CCc2ccccc2C1
 : 105%[activator]	2%	-2%	5	x	u	-18
O=S(=O)(c1cccc(F)c1)N1CCC(CO)(Cc2cccc(F)c2)CC1
 : 28%	4%	-2%	1	-20%	u	12
O=C(Oc1c(-c2ccccc2Cl)oc2ccccc2c1=O)c1ccc(Cl)cc1
 : 18µM*	1%	-1%	12	34%[activator]	0%	-27
Cc1cc(=O)n2c(C(=O)Nc3ccc(C(=O)OC(C)C)cc3)c(C(=O)Nc3ccccc3)sc2n1
 : 98%[activator]	-6%	-25%	0	u	u	-3
Cc1cc(C)n(CCNS(=O)(=O)c2ccccc2)n1
 : 0%	3%	0%	-6	17%	15%	1
CN(CCCN1CCOCC1)C(=O)c1cc(COc2ccc(F)cc2F)on1
 : 56%	5%	0%	8	u	-14%	16

Exported with each value named: entries from further up
O=C(Oc1c(-c2ccccc2Cl)oc2ccccc2c1=O)c1ccc(Cl)cc1
  AmpC inh no detg: 18µM*; LmPK inh: 1%; TbPYK inhibitor: -1%; Cycloheximide cs: 12; Pf growth 96h: 34%[activator]; Pf growth 48h: 0%; Shiga toxin inh: -27
Cc1cc(=O)n2c(C(=O)Nc3ccc(C(=O)OC(C)C)cc3)c(C(=O)Nc3ccccc3)sc2n1
  AmpC inh no detg: 98%[activator]; LmPK inh: -6%; TbPYK inhibitor: -25%; Cycloheximide cs: 0; Pf growth 96h: u; Pf growth 48h: u; Shiga toxin inh: -3

Later entries
Each structure is followed by: AmpC inh no detg	LmPK inh	TbPYK inhibitor	Cycloheximide cs	Pf growth 96h	Pf growth 48h	Shiga toxin inh
C/C(Cc1ccccc1)=N\NC(=O)CNC(=O)COc1ccccc1
 : -15%	2%	-6%	-1	13%	34%[activator]	9
CC(C)CNc1c(N)c(=O)oc2ccccc12
 : -38%	-6%	1%	-2	x	u	-15
C=CCN(CC=C)CCCOc1ccccc1C(=O)OC
 : -5%	-1%	8%	3	u	-10%	1
COc1cc(C)nc(NC(=O)NC(=O)c2ccc(C(F)(F)F)cc2)n1
 : 1%	8%	1%	-2	50%[activator]	-13%	11
Fc1ccc(-c2nnsc2Sc2ccccn2)cc1
 : -15%	-7%	-8%	34*	9%	29%	67*
CN1CCN(C2=NC3(CCCC3)C(C#N)C(=O)N2)CC1 (centres undefined)
 : -3%	1%	0%	-1	82%[activator]	40%[activator]	10
CC(C)(C)NC(=O)NC(=O)CSc1n[nH]c(-c2ccccc2Br)n1
 : -16%[11.4 µM]	2%	4%	-1	0%	-11%	17
O=[N+]([O-])c1ccc(Oc2c(F)c(F)nc(N3CCCC3)c2F)cc1
 : x	-1%	-2%	-2	4%	-9%	-5
Cc1ccc2nc(C)c3c(c2c1)COC3
 : -5%	-6%	-5%	0	2%	19%	2
CCC(=O)Nc1c(-c2ccccc2Cl)c(=O)c2ccccc2n1CC
 : -15%	-6%	0%	-1	23%	-7%	-6
Cc1cccc(NC(=O)c2ccccc2OCC(=O)N2CCCC2)c1C
 : -18%	-1%	x	11	68%[1.15 µM]	7%	10
CCCCNS(=O)(=O)c1ccc(NC(=O)C2c3ccccc3Oc3ccccc32)cc1
 : -44%	2%	-4%	-6	14%	10%	-11
CCOC(=O)/C(C#N)=C1\CCCN1CC(N)=S
 : -7%	1%	-25%	3	9%	13%	7
CCN(CC)c1ccc(CC2C(=O)N(C)C(=O)N(C)C2=O)cc1
 : -11%	-4%	-19%	-3	15%	u	-8
Cn1c(CSc2nc3ccccc3s2)nnc1SCC(=O)NCCCN1CCOCC1
 : -5%	-4%	1%	-1	136%[activator]	-17%	7
CC(=O)c1ccc(N2CCN(c3ncccn3)CC2)c([N+](=O)[O-])c1
 : 12%	2%	-1%	10	28%	13%	36
CC1CN(Cc2ccccc2Cl)CC(C)O1 (centres undefined)
 : x	-2%	2%	-2	-1%	7%	-6
C#CCNC(=O)C1=C[C@H](C2CCCCC2)[C@@H](CCCO)[C@H](OCC)O1
 : 79%[activator]	4%	-1%	-2	u	u	14
CCCCn1c(SCC(=O)N2CCCc3ccccc32)nc2c1c(=O)n(C)c(=O)n2C
 : -2%	-1%	-4%	-2	u	-18%	-13
COc1ccccc1N1CCN(C(=O)CSc2nc3ccccc3nc2N2CCCCC2)CC1
 : 78%[activator]	3%	-3%	10	42%[activator]	u	4
CCCCn1c(N)c(N(CCC(C)C)C(=O)CSc2nnc(Nc3ccccc3)s2)c(=O)[nH]c1=O
 : -14%	-1%	-5%	4	u	u	-5
Cc1cc(C)n(CCNC(=O)c2cc(COc3ccc4ncccc4c3)on2)n1
 : 21%	5%	0%	-2	-28%	u	71
Cc1ccc(Nc2cc(C(=O)NCCCN3CCOCC3)c3ccccc3n2)cc1C
 : 142%[activator]	8%	18%	38*	-12%	0%	40*
Cc1ccc(NCc2n[nH]c(=S)n2-c2ccccc2)c(C)c1
 : -30%	u	u	-4	16%	-11%	-1
COc1ccccc1-c1ccc(SCc2cccc(F)c2)nn1
 : -11%	0%	1%	30*	33%	15%	66*
Cc1ccc2ccc(C(Nc3ccccn3)c3ccccc3)c(O)c2n1 (centres undefined)
 : -22%	0%	-5%&5%	1	-21%	x	36
COc1ccc(NC(=O)CSc2n[nH]c(C)c2[N+](=O)[O-])cc1
 : -16%	0%	-6%	6	9%	68%[activator]	19
O=C(CCC(=O)c1ccc(F)cc1)NC1CCCN(Cc2ccccc2F)C1 (centres undefined)
 : 11%	3%	0%	-1	13µM*	1%	x
Cc1cc(C)n2[nH]c(=O)c(N=Nc3ccc(S(N)(=O)=O)cc3)c2n1
 : -12%	-9%	7%	-3	-15%	-21%	-5
O=c1[nH]c(CN2CCN(S(=O)(=O)c3ccc(Cl)cc3)CC2)nc2cc(Cl)ccc12
 : -29%	4%	-6%	-2	u	-6%	-2
Cc1ccc(-c2cnc3ccccc3n2)cc1C
 : -17%	u	-11%	28*	u	126%[activator]	63*
COC(=O)/C(C#N)=C/c1c(N2CCN(c3ccccc3)CC2)nc2c(C)cccn2c1=O
 : 57%	7%	-6%	0	u	9.3µM*	-6
Cn1c(C(=O)OCC(=O)NCc2ccco2)cc2sccc21
 : -27%	4%	-23%	10	u	28%	27
COC(=O)N/N=C1\CCCc2ccccc21
 : -15%	-5%	-8%	-3	10%	7%	1
CCCCN(C(=O)c1cc(OC)c(OC)c(OC)c1)C1=CC2CCC(C1)N2C (centres undefined)
 : -12%	-3%	2%	2	u	-2%	-11
Cc1ccc(C(=O)N/C(=C/C=C\c2ccccc2)C(=O)NCc2ccco2)cc1
 : -13%	2%	2%	17*	0%	-20%	35
O=C(CCS(=O)(=O)c1cccc2nonc12)NC1CCCCCC1
 : -20%	-9%	-1%	11	-13%	7%	-4
Cc1ccccc1OCC(=O)Nc1ccc(N2CCN(C(=O)C(C)C)CC2)c(Cl)c1
 : 73%[activator]	5%	2%	1	64%[activator]	u	-9
CCCn1c(SCC(=O)Nc2cccc(C)n2)nnc1C(C)C
 : 28%	-3%	0%	7	7%	57%[activator]	13
C=CCn1c(N)cc(=O)nc1SC(C)C(=O)Nc1ccc(C(=O)OCC)cc1 (centres undefined)
 : 28%	1%	0%	-7	15%	4.1µM*	-11
COc1ccc2c(Cl)c(C(=O)OCC(=O)c3ccc4c(c3)NC(=O)CO4)sc2c1Cl
 : -28%	2%	-1%	1	23%	18%	13
COc1ccc(S(=O)(=O)N(C)CC(=O)NCc2cccnc2)cc1Cl
 : -11%	10%	4%	6	x	4%	-15
Cc1n[nH]c(C)c1CCC(=O)N/N=C/c1c(C)[nH]c2ccccc12
 : 2%	3%	0%	-2	9%	10%	-5
CCn1c(CCNC(=O)c2ccc(C)cc2)n[nH]c1=S
 : -13%	-3%	-12%	-1	11%	37%[activator]	-4
COc1ccc(NC(=O)CCC(=O)N/N=C/c2ccncc2)cc1
 : -16%	-2%	4%	3	21%	-20%	6
Cn1cccc1/C=N/n1c(-c2ccc(Cl)cc2)n[nH]c1=S
 : -33%	-15%	u	-2	8%	10%	-12
O=C1CCc2cc(S(=O)(=O)N3CCCCC3)cc3c2N1CC3
 : 19%	x	-2%	x	u	u	x
CC(C)(C)c1[nH]nc2c1C(c1ccc(OC(=O)c3ccco3)cc1)C(C#N)=C(N)O2 (centres undefined)
 : -16%	-2%	2%	-3	-30%	-5%	-6
CCc1ccc(NC(=O)[C@H](C)NC(=O)C2CCN(C(=O)[C@@H](NC(=O)OC(C)(C)C)C(C)C)CC2)cc1
 : 167%[activator]	1%	-2%	14*	u	u	53
COc1ccc(OC)c(C(c2nnnn2CCc2ccccc2)N2CCN(c3ccccc3)CC2)c1 (centres undefined)
 : 21%	-2%	1%	-2	x	9.3µM*	1
Clc1ccc(COc2cccc(CNCc3ccncc3)c2)cc1
 : 47%	-5%	-2%	12	u	0%	-4
